From PubChem BioAssay
MITF inh = inhibitors of human MITF; AID 1259374; hit rate 0.91% among 650,000; AlphaScreen MITF homodimerization, bead proximity signal; inhibition, % at 2.6 µM; in the data active means inhibition above about 50%;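 further: 0% = vehicle wells with protein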
Target sequence (O75030 whole entry, looked up): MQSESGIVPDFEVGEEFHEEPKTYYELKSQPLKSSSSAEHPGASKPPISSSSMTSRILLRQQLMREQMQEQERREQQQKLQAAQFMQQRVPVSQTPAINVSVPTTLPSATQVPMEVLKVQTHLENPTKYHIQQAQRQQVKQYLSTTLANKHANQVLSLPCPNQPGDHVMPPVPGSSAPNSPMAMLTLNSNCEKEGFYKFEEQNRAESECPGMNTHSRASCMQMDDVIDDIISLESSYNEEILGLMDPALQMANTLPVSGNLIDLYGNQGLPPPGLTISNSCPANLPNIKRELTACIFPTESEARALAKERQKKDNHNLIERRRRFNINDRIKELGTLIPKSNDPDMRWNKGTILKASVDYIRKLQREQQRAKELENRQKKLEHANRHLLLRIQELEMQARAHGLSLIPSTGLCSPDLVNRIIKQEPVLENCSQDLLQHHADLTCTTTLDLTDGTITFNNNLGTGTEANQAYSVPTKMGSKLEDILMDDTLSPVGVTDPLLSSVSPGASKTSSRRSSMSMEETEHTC
GPR151 activ = activators of human GPR151 | hit rate 1% among 650,000 | PathHunter beta-arrestin GPR151 cells, luminescence | AID 1508602 | Q8TDV0 | activation, % at 11.2 µM; in the data active means activation above about 4.9%;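 further: 0% = median of compound wells and 100% = cells with positive control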
Target sequence (Q8TDV0 whole entry, looked up): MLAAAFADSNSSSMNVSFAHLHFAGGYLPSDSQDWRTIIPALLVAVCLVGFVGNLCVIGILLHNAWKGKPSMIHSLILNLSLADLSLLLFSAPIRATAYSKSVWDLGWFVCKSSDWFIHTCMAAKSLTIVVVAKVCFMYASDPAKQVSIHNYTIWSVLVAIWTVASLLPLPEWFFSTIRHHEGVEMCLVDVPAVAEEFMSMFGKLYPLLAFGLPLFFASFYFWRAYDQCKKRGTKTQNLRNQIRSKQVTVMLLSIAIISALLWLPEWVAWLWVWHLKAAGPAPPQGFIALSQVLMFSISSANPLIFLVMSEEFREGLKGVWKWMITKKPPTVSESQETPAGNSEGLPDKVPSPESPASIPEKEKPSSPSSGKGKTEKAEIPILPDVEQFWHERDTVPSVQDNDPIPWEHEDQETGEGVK
FBW7 activator = activators of human E3 ligase FBW7 | AlphaScreen FBW7–phospho-cyclin E peptide binding, activator screen | normalized activity (activation), % at 26.1 µM | hit rate 0.13% among 650,000 | AID 1259310; in the data active means normalized activity above about 1.9%;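 further: purified mutant Fbw7 with reduced substrate affinity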
TEAD-YAP inh = TEAD-YAP interaction inhibition; HEK-TIYL cells, TEAD-Gal4/YAP UAS-luciferase luminescence; inhibition, % at 9.12 µM; hit rate 1.4% among 640,000; AID 1259422; in the data active means inhibition above about 32%;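 further: 0% = median of test compound wells and 100% = reference inhibitor wells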
Starred values were filed as active, the others as inactive; & = joins results of further samples. This is a random part of the collection; any-hit rate near 3.4%.

(1) COc1ccc(S(=O)(=O)N2CC=C(C(=O)NC3CCC(C)CC3)CC2)cc1 (stereo not given)
(2) COC(=O)c1c(NC(=O)c2cccs2)sc(C(=O)Nc2ccc(F)cc2)c1C
(3) C/C(=N\NC(=O)CNc1cccc(Cl)c1C)C1CC1
(4) CCS(=O)(=O)c1ccc2nc(SCc3ccccc3Cl)oc2c1
(5) Cc1cc(OCC(=O)Nc2ccc3c(c2)Cc2ccccc2-3)cc(C)c1Cl
(6) O=C(O)c1ccc([N+](=O)[O-])cc1N1C(=O)c2cc(Cl)c(Cl)cc2C1=O

Assay by compound,1,2,3,4,5,6
MITF inh,6,5,2,4,1,6
GPR151 activ,0.7,-0.1,-1.3,0.3,0.8,1.5
FBW7 activator,0.2,0.2,0.0,0.0,0.0,0.6
TEAD-YAP inh,2,1,-2,9,5,-1

(7) OCCC1CN(Cc2cccc3c2OCO3)CCN1Cc1ccccc1 (stereo not given)
(8) C=CCN1C(=O)C(C(=O)Nc2ccccc2)C2c3ccccc3OC13CCCCC23 (stereo not given)
(9) Nc1cc(Oc2ccccc2)ncn1
(10) O=C1CSC(c2ccccn2)N1Cc1cn2ccccc2n1 (stereo not given)
(11) Cc1ccc(S(=O)(=O)N2CCN(c3ccc([N+](=O)[O-])cc3C#N)CC2)cc1
(12) CCCCn1c(=O)[nH]c(=O)c2c1nc(CSc1nncs1)n2CCC

Assay by compound,7,8,9,10,11,12
MITF inh,0,2,7,-3,13,6
GPR151 activ,1.2,-0.3,2.8,0.3,0.0,0.0
FBW7 activator,0.0,-0.1,0.0,0.0,0.0,0.5
TEAD-YAP inh,-3,6,1,4,4,5

(13) COc1cc(Nc2nccn3c(-c4ccco4)cnc23)cc(OC)c1OC
(14) CCOC(=O)c1sc(Nc2nc(C)cc(C)n2)nc1C
(15) Cc1cc(C)cc(CN2CCN(C3CCCC3)C(CCO)C2)c1 (stereo not given)
(16) O=C(O)C1CCCCC1C(=O)Nc1ccc2c(c1)OCO2 (stereo not given)
(17) O=C(Cc1ccccc1)NC(NCC12CC3CC(CC(C3)C1)C2)(C(F)(F)F)C(F)(F)F
(18) CCN(CC)S(=O)(=O)c1cc(C(=O)Nc2nncs2)ccc1C

Assay by compound,13,14,15,16,17,18
MITF inh,17,-13,8,5,-4,5
GPR151 activ,-0.5,-0.5,-2.4,-0.8,3.1,-0.9
FBW7 activator,0.2,-0.1,-0.1,0.0,0.0,1.2
TEAD-YAP inh,57*,-1,7,-1,1,9

(19) CC(=O)c1ccc(N2CCN(CC(O)c3ccccc3)CC2)cc1 (stereo not given)
(20) O=C(Nc1ccc(Oc2ccc(Cl)cc2)cc1)c1ccc2c(c1)OCCO2
(21) CCc1noc(C)c1C(=O)OCc1nnc(-c2ccc([N+](=O)[O-])cc2)o1
(22) COc1ccc(Nc2ncnc3c2cnn3-c2ccc(Cl)cc2)cc1
(23) COc1ccc(OC)c(NC(=O)COc2ccc(Br)cc2Cl)c1
(24) COc1ccc(-c2noc(CSc3nnc(C)n3-c3ccc(C)cc3)n2)cc1

Assay by compound,19,20,21,22,23,24
MITF inh,13,-16,9,1,11,-11
GPR151 activ,-1.0,0.3,0.1,1.3,0.2,-0.1
FBW7 activator,0.1,-0.1,-0.1,-0.1,0.2,0.0
TEAD-YAP inh,-10,31,1,0,-4,1

(25) O=S(=O)(CCN1CCC(c2nc(-c3ccsc3)no2)CC1)c1ccccc1
(26) CC(C)NC(=O)CCCc1nnc2n(C)c(=O)c3sccc3n12
(27) CN(Cc1ccccc1)C(=O)c1ccc2c(=O)n(Cc3ccccc3)c(SCC(=O)C(C)(C)C)nc2c1
(28) NNc1nc2cc3c(cc2s1)OCO3
(29) Cc1nn(CC(=O)Nc2cccc(C(F)(F)F)c2)c(=O)c2cccn12
(30) Cc1ccc(NC(=O)Cn2cnc3sc(C(=O)Nc4cccc(C)c4C)c(C)c3c2=O)cc1Cl

Assay by compound,25,26,27,28,29,30
MITF inh,11,-5,-5,14,0,11
GPR151 activ,-0.2,0.1,2.6,-2.6,-0.1,0.5
FBW7 activator,-0.1,-0.1,-0.3,-0.1,0.1,0.3
TEAD-YAP inh,8,-7,9,-14,9,9

(31) CC(C)c1ccc(-c2c(NC3CCCCC3)c(=O)c2=O)cc1
(32) O=C1/C(=C/c2ccsc2)CS/C1=C\c1ccsc1
(33) COc1ccc(C(=O)COC(=O)CCc2nc3ccccc3s2)c(OC)c1
(34) Cc1ccc(OCC(=O)Nc2nccs2)cc1C
(35) CC(C)CC(=O)NCC(c1ccco1)S(=O)(=O)c1cccs1 (stereo not given)
(36) O=C(O)c1ccc(C(=O)c2ccccc2)o1

Assay by compound,31,32,33,34,35,36
MITF inh,9,4,5,9,9,14
GPR151 activ,-0.7,0.4,-0.2,-0.7,-1.7,-0.9
FBW7 activator,0.0,0.1,0.2,0.0,0.8,0.4
TEAD-YAP inh,-4,-9,-1,75*,-6,9

Part of the list above, in markdown:
| nr | mol | MITF inh | GPR151 activ | FBW7 activator | TEAD-YAP inh |
| --- | --- | --- | --- | --- | --- |
| 32 | O=C1/C(=C/c2ccsc2)CS/C1=C\c1ccsc1 | 4 | 0.4 | 0.1 | -9 |
| 31 | CC(C)c1ccc(-c2c(NC3CCCCC3)c(=O)c2=O)cc1 | 9 | -0.7 | 0.0 | -4 |
| 33 | COc1ccc(C(=O)COC(=O)CCc2nc3ccccc3s2)c(OC)c1 | 5 | -0.2 | 0.2 | -1 |
| 35 | CC(C)CC(=O)NCC(c1ccco1)S(=O)(=O)c1cccs1 (stereo not given) | 9 | -1.7 | 0.8 | -6 |
| 34 | Cc1ccc(OCC(=O)Nc2nccs2)cc1C | 9 | -0.7 | 0.0 | 75* |
| 36 | O=C(O)c1ccc(C(=O)c2ccccc2)o1 | 14 | -0.9 | 0.4 | 9 |

(next part)
(37) COc1ccc(S(=O)(=O)NCCc2ccccc2)cc1I
(38) CCCCNS(=O)(=O)c1cc(-c2n[nH]c(=O)c3ccccc23)ccc1C
(39) COC(=O)C1=C(C)N(Cc2cccnc2)C(=O)/C1=C\c1ccccc1C(F)(F)F
(40) Cc1ccc(NC(=O)COc2ccc(Br)cc2)c([N+](=O)[O-])c1
(41) CCOCCCNC(=O)Cn1ncc2c(Cl)cccc21
(42) c1nnc2c3c4c(sc3n3cnnc3n12)CCC4

Assay by compound,37,38,39,40,41,42
MITF inh,5,-16,0,-10,17,-11
GPR151 activ,0.9,-1.5,1.5,0.2,-3.3,1.9
FBW7 activator,0.0,-0.1,-0.1,0.1,0.5,0.0
TEAD-YAP inh,5,-13,-14,-10,-10,4

(43) COc1ccccc1CNC(=O)CCN1C(=O)C2CCCCC2C1=O (stereo not given)
(44) CC(C)CC(NC(=O)Cc1ccccc1)P(=O)(O)O (stereo not given)
(45) Cc1cc2ccccc2n1CCNC(=O)c1cc([N+](=O)[O-])ccc1Cl
(46) CCCCOc1ccc(NC(=O)C(=O)NCCc2ccc(OC)c(OC)c2)cc1
(47) O=C(/C=C/c1ccc(F)cc1)Nc1ccc(S(=O)(=O)N2CCOCC2)cc1
(48) Cc1ccc(SC(C)c2nc(-c3ccncc3)no2)cc1 (stereo not given)

Assay by compound,43,44,45,46,47,48
MITF inh,-4,8,5,-2,15,7
GPR151 activ,-0.9,-0.8,0.4,0.1,-1.4,0.4
FBW7 activator,-0.1,0.0,-1.0,0.0,0.0,0.0
TEAD-YAP inh,-3,3,12,-2,-5,7

Some of these compounds in order of SMILES length, largest number first.
(43) COc1ccccc1CNC(=O)CCN1C(=O)C2CCCCC2C1=O (stereo not given)
(48) Cc1ccc(SC(C)c2nc(-c3ccncc3)no2)cc1 (stereo not given)
(44) CC(C)CC(NC(=O)Cc1ccccc1)P(=O)(O)O (stereo not given)

Assay by compound,43,48,44
MITF inh,-4,7,8
GPR151 activ,-0.9,0.4,-0.8
FBW7 activator,-0.1,0.0,0.0
TEAD-YAP inh,-3,7,3

Following part
(49) CN(C(=O)CC1C(=O)NCCN1Cc1ccccc1F)C1CCOCC1 (stereo not given)
(50) C/C(=N\NC(=O)Cc1cccn1C)c1ccco1
(51) Cc1cccc(N(C(=O)Nc2ccccc2)C2CCS(=O)(=O)C2)c1 (stereo not given)
(52) O=C(NC1(C(F)(F)F)N=C2SCCN2C1=O)c1cccc(C(F)(F)F)c1 (stereo not given)
(53) Cc1ccc(-c2nc(C=Nc3ccccc3)c(O)o2)cc1
(54) CCCn1cnc2c(sc3nc4c(cc32)COC(C)(C)C4)c1=O

Assay by compound,49,50,51,52,53,54
MITF inh,-7,-4,16,11,13,-4
GPR151 activ,-0.2,0.6,-1.4,-1.5,-0.2,0.2
FBW7 activator,0.0,-0.1,0.6,0.0,-0.1,-0.2
TEAD-YAP inh,-5,-1,6,6,-33,-21

(55) C/C(=N/OCO/N=C(\C)c1cccc(F)c1)c1cccc(F)c1
(56) O=[N+]([O-])c1cc(Cl)ccc1N1CCN(S(=O)(=O)c2cccc3nonc23)CC1
(57) CCOC(=O)/C=C1\SCC(=O)N1CCBr
(58) COc1cccc(S(=O)(=O)N(CC2CC2)C2CCN(c3nccc(OC)n3)CC2)c1
(59) CCN(CC)S(=O)(=O)c1ccc(C(=O)Nc2c3c(nn2C(C)(C)C)CS(=O)C3)cc1 (stereo not given)
(60) CCN=C1NN=C(c2cc(C)n(CCc3ccccc3)c2C)CS1

Assay by compound,55,56,57,58,59,60
MITF inh,22,10,-2,16,15,8
GPR151 activ,-0.6,2.3,2.7,1.1,-0.6,-0.1
FBW7 activator,0.7,-0.2,-0.1,0.7,0.2,-0.1
TEAD-YAP inh,4,7,10,-1,0,-1

(61) COc1cccc(C2CC(c3ccc(Br)cc3)=NN2C(=O)CSc2nnc(CNC(=O)c3ccccc3F)n2C)c1OC (stereo not given)
(62) COc1ccc(NC(=O)c2cc3cc(Br)cc(Br)c3oc2=O)cc1
(63) Cc1ccc(-c2ccc(C)c(N)c2C)c(C)c1N
(64) Cc1ccc(C2C3=C(CCCC3=O)Nc3c2c(=O)n(C)c(=O)n3C)o1 (stereo not given)
(65) CCSc1nnc(NC(=O)C2(c3cccs3)CCOCC2)s1
(66) Cc1ccc(NC(=O)N2CCCC(c3nnc(C)s3)C2)cc1 (stereo not given)

Assay by compound,61,62,63,64,65,66
MITF inh,5,4,5,5,17,11
GPR151 activ,-0.4,0.1,1.4,0.4,1.6,-1.4
FBW7 activator,0.2,0.0,-0.2,0.0,0.1,0.1
TEAD-YAP inh,23,-3,-1,9,19,-31

Molecules listed so far containing a nitro group on carbon (6):
(6) O=C(O)c1ccc([N+](=O)[O-])cc1N1C(=O)c2cc(Cl)c(Cl)cc2C1=O
(11) Cc1ccc(S(=O)(=O)N2CCN(c3ccc([N+](=O)[O-])cc3C#N)CC2)cc1
(21) CCc1noc(C)c1C(=O)OCc1nnc(-c2ccc([N+](=O)[O-])cc2)o1
(40) Cc1ccc(NC(=O)COc2ccc(Br)cc2)c([N+](=O)[O-])c1
(45) Cc1cc2ccccc2n1CCNC(=O)c1cc([N+](=O)[O-])ccc1Cl
(56) O=[N+]([O-])c1cc(Cl)ccc1N1CCN(S(=O)(=O)c2cccc3nonc23)CC1

Assay by compound,6,11,21,40,45,56
MITF inh,6,13,9,-10,5,10
GPR151 activ,1.5,0.0,0.1,0.2,0.4,2.3
FBW7 activator,0.6,0.0,-0.1,0.1,-1.0,-0.2
TEAD-YAP inh,-1,4,1,-10,12,7

Next part.
(67) O=C1CCC(c2sc(Cl)c(Cl)c2Cl)=NN1c1ccccc1
(68) CCOC(=O)C1=C(c2ccccc2)N=c2s/c(=C\c3ccc4c(c3)OCO4)c(=O)n2C1c1c(OC)ccc2ccccc12 (stereo not given)
(69) COC(=O)C1C(O)=C(C=NC2CCCCC2)C(=O)CC1(C)C (stereo not given)
(70) COc1ccc(C)cc1-n1nnnc1SCCNCCO
(71) Cc1nn2c(=O)/c(=C/c3ccccc3F)sc2nc1=O
(72) CC1CCN(CCCNC(=O)c2cn(C)c(=O)c3c2c2ccccc2n3C)CC1

Assay by compound,67,68,69,70,71,72
MITF inh,4,0,-7,23,11,10
GPR151 activ,12*,-1.0,0.3,2.0,-1.5,1.2
FBW7 activator,0.0,0.0,0.0,-0.1,0.1,-0.1
TEAD-YAP inh,-4,-4,0,3,7,-1

(73) N#Cc1cc([N+](=O)[O-])ccc1NC(=O)COC(=O)c1cc(O)[nH]c(=O)c1
(74) O=c1cc(-c2ccc(O)cc2)oc2cc(O)cc(O)c12
(75) Cc1cc(NC(=O)CSc2nc3ccsc3c(=O)n2NC(=O)c2ccccc2)no1
(76) Cn1c(=O)c(=O)n(C)c2cc(S(=O)(=O)NCCCN3CCCC3=O)ccc21
(77) OCCC1CN(Cc2ccn[nH]2)CCN1Cc1ccccc1F (stereo not given)
(78) CCCNC(=O)CSc1nnc2[nH]c(=O)cc(C)n12
(79) COc1ccc(Cl)cc1N1C(=O)C(Cl)=C(Cl)C1=O
(80) Cn1nc(CC(=O)Nc2cccc(C(F)(F)F)c2)c2ccccc2c1=O
(81) Cc1ccc2oc(-c3ccc(NC(=O)c4ccc(Br)o4)cc3O)nc2c1

Assay by compound,73,74,75,76,77,78,79,80,81
MITF inh,-14,-3&6&-9&-8,3,-9,2,14,40,1,4
GPR151 activ,0.4,-1.6&-1.2&-3.4&-0.6,0.3,0.3,-0.6,-2.2,-0.2,3.1,0.1
FBW7 activator,0.1,0.7&0.2&-0.1&-0.1,0.0,0.0,0.1,0.3,-0.1,0.3,-0.2
TEAD-YAP inh,19,-21&3&-21,-17,2,5,5,14,42*,-6
